Tau fluor cs = counter-screen for tau fibril formation inhibitors | tau K18 P301L (four-repeat tau fragment) Alexa594 fluorescence, heparin fibrillization | Potency, µM (series often up to 57.7 µM), for inactives: at the highest dose activity change, negative = decrease | 280,000 compounds, 0.93% hits; further: potency means the concentration at half of the fitted maximal effect; on the % scale 0 is the no-effect control and ±100 the full control effect; nearly all actives have a fitted effect of over 55% in size
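Human K18 P301L tau (15 uM unlabeled plus 0.24 uM Alexa 594-labeled, final) in 100 mM sodium acetate pH 7 was mixed with compound and 20 uM heparin and incubated 6 hr at 37 C.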
CBFb RUNX1 block = blocks binding between human CBF-beta and RUNX1; AID 1477; 230,000 tested, under 10 active; AlphaScreen CBFb-His/RUNX1-biotin binding, biochemical; Potency, µM (doses to about 59.8 µM), without a hit: top-dose activity, negative = inhibition, hits mostly inhibitors; Q01196+Q13951; further: % of control where 0% means no effect
Target sequence (Q01196 whole entry, looked up): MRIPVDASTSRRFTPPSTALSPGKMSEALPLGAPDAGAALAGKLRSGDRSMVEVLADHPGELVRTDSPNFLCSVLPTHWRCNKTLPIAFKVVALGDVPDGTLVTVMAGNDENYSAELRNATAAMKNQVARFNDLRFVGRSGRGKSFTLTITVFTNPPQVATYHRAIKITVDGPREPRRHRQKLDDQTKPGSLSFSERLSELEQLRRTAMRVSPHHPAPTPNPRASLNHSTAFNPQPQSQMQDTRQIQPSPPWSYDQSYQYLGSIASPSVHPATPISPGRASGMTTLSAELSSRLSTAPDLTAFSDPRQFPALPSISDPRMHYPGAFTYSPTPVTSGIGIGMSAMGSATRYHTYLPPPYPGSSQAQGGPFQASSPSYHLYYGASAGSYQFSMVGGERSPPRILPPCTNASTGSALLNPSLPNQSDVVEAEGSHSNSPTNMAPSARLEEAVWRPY
Target sequence (Q13951 whole entry, looked up): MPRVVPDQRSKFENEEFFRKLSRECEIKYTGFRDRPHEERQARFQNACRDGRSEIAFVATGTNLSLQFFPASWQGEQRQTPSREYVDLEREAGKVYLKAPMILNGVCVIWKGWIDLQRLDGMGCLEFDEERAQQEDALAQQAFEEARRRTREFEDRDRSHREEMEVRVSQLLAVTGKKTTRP
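Bead-based AlphaScreen assay; binding partners His-tagged CBF-beta and biotinylated RUNX1 at 30 nM each. Compound exposure 15 min after a 20-min protein preincubation; bead step 90 min; all steps at room temperature.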
aGal spleen mod = inhibits or activates alpha-galactosidase in human spleen homogenate. P06280. human spleen homogenate, 4MU-alpha-Gal fluorescence, 40 min. Potency, µM (highest dose often 80 µM), for the others: top-dose activity change, negative = inhibition, most hits filed as inhibitors. 240,000 compounds, 0.008% hits. AID 2107;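 further: potency means the concentration at half of the fitted maximal effect; 0% = enzyme with vehicle and -100% = no enzyme basal signal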
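Inhibition or activation of alpha-galactosidase in human spleen homogenate is scored by 4-MU fluorescence after 40 min at 37C, pH 5.0, with 1 mM substrate. AC50s come from concentration-response fitted to the Hill equation.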
TexasRed fluor = counter-screen for TRb-SRC2 inhibitors: fluorescence interference; TRb/SRC2 Texas Red total fluorescence interference; Potency, µM (doses to about 106 µM), inactives show top-dose fluorescence change, negative = quenching; 280,000 compounds, 0.29% hits; AID 1479; active means well fitted curve in either direction with a large enough effect; inconclusive means small, poorly fitted or top-dose-only effect; further: potency means the concentration at half of the fitted maximal effect; on the % scale 0 is the no-effect control and ±100 the full control effect
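Human TRb ligand-binding domain at 0.6 uM with 20 nM Texas Red SRC2 peptide in Tris buffer containing 1 uM T3 and 5% DMSO, incubated with compound 5 h at ambient temperature. Total fluorescence (555/632 nm) calculated as parallel + 2 × perpendicular.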
Tau FP inhib = blocks human tau fibril formation measured by polarization. P10636. K18 P301L tau heparin fibrillization, Alexa594 FP, 6 h. Potency, µM (titrated, usually from 57.7 µM), for inactives: at the top dose activity, negative = inhibition, most hits filed as inhibitors. 280,000 compounds, 0.39% hits; further: potency means the concentration at half of the fitted maximal effect; on the % scale 0 is the no-effect control and ±100 the full control effect; nearly all actives have a fitted effect of over 55% in size
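Read-out: fluorescence polarization of Alexa 594-labeled tau (0.24 uM), 555 nm excitation, 632 nm emission. Mixtures held 15 uM unlabeled K18 P301L, compound and 20 uM heparin, pH 7 acetate buffer, incubated 6 hr at 37 C.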
NPSR antagonist = antagonists of human neuropeptide S receptor cAMP signaling | Q6W5P4 | CHO-NPSR cells, cAMP TR-FRET, antagonist mode | Potency, µM (titrated, usually from 38.3 µM), without a hit: at the highest dose activity change, negative = inhibition, most hits filed as inhibitors | 220,000 compounds, 1% hits; further: potency means the concentration at half of the fitted maximal effect; on the % scale 0 is the no-effect control and ±100 the full control effect; nearly all actives have a fitted effect of over 50% in size; many of its hits are not listed in these tables
Target sequence (Q6W5P4 whole entry, looked up): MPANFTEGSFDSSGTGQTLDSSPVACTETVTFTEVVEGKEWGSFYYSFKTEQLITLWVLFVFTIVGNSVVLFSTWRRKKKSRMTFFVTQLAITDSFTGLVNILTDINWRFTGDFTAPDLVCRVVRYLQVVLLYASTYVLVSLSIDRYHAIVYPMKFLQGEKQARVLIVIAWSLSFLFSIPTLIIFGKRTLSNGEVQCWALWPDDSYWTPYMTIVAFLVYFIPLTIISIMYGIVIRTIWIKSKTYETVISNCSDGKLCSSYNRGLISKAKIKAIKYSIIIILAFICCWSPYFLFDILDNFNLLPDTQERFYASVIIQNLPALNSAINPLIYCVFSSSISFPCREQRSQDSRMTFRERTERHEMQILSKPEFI
TRb SRC2 PPI = disrupts binding of human TR beta to SRC2 | 280,000 compounds, 0.065% hits | Potency, µM (titrated, usually from 106 µM), without a hit: at the highest dose activity change, negative = inhibition, most hits filed as inhibitors | TRbeta-SRC2 peptide binding, fluorescence polarization; receptor liganded with 1 µM T3 | P10828 | AID 1469;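 further: potency means the concentration at half of the fitted maximal effect; plate controls were bound peptide for no effect and peptide without receptor for full effect; nearly all actives have a fitted effect of over 50% in size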
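Decrease in fluorescence polarization of 20 nM Texas Red SRC2 coactivator peptide flagged inhibition of its binding to 0.6 uM TRb LBD; 1 uM T3 included, incubation 5 hr, ex 555/em 632 nm.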
Epigenetic derep = derepresses silenced GFP reporter in murine cells; 280,000 compounds, 0.2% hits; murine LDR cells, GFP reporter derepression, 30 h; AID 1865; Potency, µM (series often up to 53.9 µM), for the others: top-dose GFP activation, actives largely listed as activators; further: potency means the concentration at half of the fitted maximal effect; % of control where 0% means no effect; nearly all actives have a fitted effect of over 60% in size
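Derepression of a silenced CMV-GFP reporter in murine LDR cells is scored by enumerating GFP-positive cells with a laser-scanning microplate cytometer after 30 hours of treatment at 37 C.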
* hit, by the source's call; ? = inconclusive; . = not tested or not shown; [ ] = dose if it differs, or a comment. Unless noted, the call rests on the fitted dose curve; in most records, active means well fitted curve in the direction sought with a large enough effect; inconclusive means small, poorly fitted or top-dose-only effect, or another doubt; inactive means no such curve, though single readings can be large; an effect the other way counts as inactive or inconclusive. Not all compounds are listed. The share of hits here may be higher or lower than overall.

#1 O=C(c1c[nH]c(=O)n(-c2ccccc2)c1=O)N1CCc2ccccc21
#2 O=C(c1ccc(Br)cc1)N1CCC(c2nc3ccccc3s2)CC1
#3 Cc1ccc(-c2c(C(=O)NCCc3ccc(Cl)cc3)oc(=O)c3ccccc23)cc1
#4 O=C(c1cc(O)c(O)c([N+](=O)[O-])c1)c1ccccc1F
#5 O=C(NCc1ccco1)C1(c2ccc(Br)cc2)CCCC1
#6 Cc1nc(N[C@@H](Cc2ccccc2)C(=O)O)c2oc3ccccc3c2n1
#7 O=C(Cc1ccccc1)NCCSCc1ccco1
#8 Nc1ccc(C(=O)c2ccccc2C(=O)O)cc1Cl

screen / no.	1	2	3	4	5	6	7	8
Epigenetic derep	-1.5%	-0.8%	-1.9%	-0.2%	5.8%	-2.1%	-6.2%	4.1%
CBFb RUNX1 block	-2%	.	.	-12%	-2%	5%	-1%	1%
Tau fluor cs	-14%	-13%	-15%	-21%	-12%	-2%	-16%	-1%
TRb SRC2 PPI	0%	8%	9%	4%	-12%	6%	-14%	0%
NPSR antagonist	3%[46.1 µM]	.	.	-12%[46.1 µM]	-15%[46.1 µM]	-5%[46.1 µM]	-7%[46.1 µM]	-7%[46.1 µM]
aGal spleen mod	-1%	.	.	8%	-7%	7%	-2%	4%
TexasRed fluor	-2%	5%	-2%	?	2%	0%	1%	-2%
Tau FP inhib	-11%	0%	-5%	4%	-7%	2%	-14%	-5%

Values by screen from the list.
aGal spleen mod for entries 1 to 8 → -1%, ., ., 8%, -7%, 7%, -2%, 4%
Tau fluor cs for entries 1 to 8 → -14%, -13%, -15%, -21%, -12%, -2%, -16%, -1%

Just TRb SRC2 PPI and TexasRed fluor, for some of the entries so far:
cpd	SMILES	TRb SRC2 PPI	TexasRed fluor
3	Cc1ccc(-c2c(C(=O)NCCc3ccc(Cl)cc3)oc(=O)c3ccccc23)cc1	9%	-2%
4	O=C(c1cc(O)c(O)c([N+](=O)[O-])c1)c1ccccc1F	4%	?

The list goes on:
#9 CCC1=NN(C(=O)Cc2ccccc2)C(O)(c2ccncc2)C1 (stereo not given)
#10 COc1cc(/C=N/OCC(=O)NC2CCCCC2C)ccc1OCc1ccc(Cl)cc1 (stereo not given)
#11 Cc1cnc(C(=O)Nc2ccc(N3CCCCC3)cc2)cn1
#12 O=C(Nc1sccc1C(=O)N1CCOCC1)c1cccnc1
#13 CC(=O)c1ccc(N2CCN(C(=O)c3ccc(Cn4c(=O)[nH]c5ccccc5c4=O)cc3)CC2)cc1
#14 CCN1c2ccccc2-c2nc(SCC(=O)Nc3ccc(C)c(Cl)c3)ncc2S1(=O)=O
#15 CNc1nc(C23CC4CC(CC(C4)C2)C3)cs1
#16 CC(C)(CO)NS(=O)(=O)c1ccc2c(c1)C(=O)c1cc(S(=O)(=O)NC(C)(C)CO)ccc1-2

screen / no.	9	10	11	12	13	14	15	16
Epigenetic derep	-1.1%	1.1%	1.1%	-5.0%	-1.3%	-3.9%	-1.8%	0.0%
CBFb RUNX1 block	2%	4%	3%	-1%	.	.	-6%	18%
Tau fluor cs	14%[2.34 µM]	-7%	-16%	-7%	-6%	?	-19%	-3%
TRb SRC2 PPI	3%	6%	-4%	-12%	-2%	4%	-9%	-2%
NPSR antagonist	21%	-41%	-6%	-8%[46.1 µM]	.	.	-11%	2%
aGal spleen mod	0%	7%	7%	1%	.	.	-1%	9%
TexasRed fluor	-9%	1%	2%	4%	-4%	-1%	0%	-6%
Tau FP inhib	4%[2.34 µM]	-7%	0%	1%	5%	?	2%	5%

Retrieved by compound from above (two):
#16 CC(C)(CO)NS(=O)(=O)c1ccc2c(c1)C(=O)c1cc(S(=O)(=O)NC(C)(C)CO)ccc1-2
#14 CCN1c2ccccc2-c2nc(SCC(=O)Nc3ccc(C)c(Cl)c3)ncc2S1(=O)=O

screen / no.	16	14
Epigenetic derep	0.0%	-3.9%
CBFb RUNX1 block	18%	.
Tau fluor cs	-3%	?
TRb SRC2 PPI	-2%	4%
NPSR antagonist	2%	.
aGal spleen mod	9%	.
TexasRed fluor	-6%	-1%
Tau FP inhib	5%	?

Next structures follow.
#17 O=C(O)CCCC(=O)N1N=C(c2ccccc2)CC1c1ccc2nccnc2c1 (stereo not given)
#18 NCCNc1ccc([N+](=O)[O-])c(NC2CC2)c1
#19 Cc1cc(C)c2nc(-c3ccccn3)cc(C(=O)NCc3ccc(S(N)(=O)=O)cc3)c2c1
#20 Cc1ccc(Sc2ccc(N3CCCC(C(=O)Nc4ccc(F)c(Cl)c4)C3)nn2)cc1 (stereo not given)
#21 COc1cc(/C=C/C(=O)O)ccc1S(=O)(=O)N1CCCc2ccccc21
#22 O=C(CNC(=O)c1ccccc1)NCC(=O)OCC(=O)c1ccc(F)cc1
#23 Cc1cc(Cl)ccc1OCCCC(=O)NCCN1C(=O)S/C(=C\c2cccnc2)C1=O
#24 CCOC(=O)N1CCC(N2C(=O)c3ccc(C(=O)NCc4ccco4)cc3C2=O)CC1

screen / no.	17	18	19	20	21	22	23	24
Epigenetic derep	0.0%	-1.3%	0.9%	-0.9%	0.0%	-9.4%	6.2%	-1.0%
CBFb RUNX1 block	1%	3%	12%	.	-5%	1%	-2%	0%
Tau fluor cs	-1%	8%	-6%	-23%	-1%	-1%	-3%	-9%
TRb SRC2 PPI	4%	3%[53 µM]	-1%	-2%	-6%	-1%	18%	1%
NPSR antagonist	-4%	-12%	-20%	.	-30%	6%	14%	-17%
aGal spleen mod	9%	?	5%	.	1%	0%	1%	-3%
TexasRed fluor	-22%	-2%[53 µM]	-5%	3%	-3%	-3%	-1%	-1%
Tau FP inhib	5%	-1%	-3%	-10%	12%	-9%	6%	-3%

#25 CC1(C)CC(=O)C(N=Nc2cccc([N+](=O)[O-])c2)=C(O)C1
#26 CC(=O)Nc1ccc(C(=O)N(C)c2ccccc2)cc1
#27 CC(C)(C)n1nnnc1C(c1ccncc1)N(Cc1ccccc1)Cc1ccco1 (stereo not given)
#28 O=C1C(=O)N(CCN2CCOCC2)C(c2cccnc2)/C1=C(/O)c1ccc(Cl)cc1 (stereo not given)
#29 O=C(CSc1nnc(COc2cccc3cccnc23)o1)N1CCc2ccccc21
#30 COc1ccccc1NC(=O)COc1ccc(Br)cc1CNCCCN1CCOCC1
#31 CCCCn1nnc(N(C(=O)c2cccs2)C(=O)c2cccs2)n1
#32 O=C(c1ccccc1)C1O[C@H]1c1ccccc1 (stereo not given in full)

screen / no.	25	26	27	28	29	30	31	32
Epigenetic derep	13%	0.7%	-1.9%	-5.4%	-2.3%	1.1%	-1.1%	-0.3%
CBFb RUNX1 block	4%	13%	2%	4%	2%	-5%	-3%	?
Tau fluor cs	-12%	-6%	-1%	1%	-10%	-5%	-14%	-4%
TRb SRC2 PPI	-2%	-9%	-4%	-1%	-7%	-5%	3%	2%
NPSR antagonist	14%	1%[46.1 µM]	?	8%	?	-26%	3%	.
aGal spleen mod	6%	-16%	3%	-2%	3%	2%	-4%	-6%
TexasRed fluor	-8%	-3%	-6%	-11%	0%	-2%	0%	-3%
Tau FP inhib	-4%	7%	0%	-2%	1%	-2%	11%	-6%

#33 Cc1ccc(S(=O)(=O)Oc2ccc(C3C4=C(CCCC4=O)OC4=C3C(=O)CCC4)cc2)cc1
#34 CN1CCN(c2ccc(NC(=O)c3cccc(OCc4ccccc4)c3)cc2)CC1
#35 CCCCNC(=O)CN1C(=O)COc2ccc(S(=O)(=O)N3CCCCCC3)cc21
#36 c1ccc(-c2nc3c4ccccc4ccn3c2CN2CCCCC2)cc1
#37 COc1ccc(NC(=O)CC(C)(C)C)c([N+](=O)[O-])c1
#38 CC1CCN(C(=O)CCCOc2cc(=O)n(C)c3ccccc23)CC1
#39 O=[N+]([O-])c1ccc(N2CCN(c3ccccc3F)CC2)c(S(=O)(=O)N2CCOCC2)c1
#40 CCC(C)NC(=O)CSc1ccc(NC(C)=O)cc1 (stereo not given)

screen / no.	33	34	35	36	37	38	39	40
Epigenetic derep	0.0%	0.0%	-1.1%	2.1%	2.4%	2.2%	1.7%	-0.8%
CBFb RUNX1 block	-10%	-15%	.	2%	4%	7%	1%	4%
Tau fluor cs	-15%	14µM*[quencher]	-14%	.	-9%	5%	?	0%
TRb SRC2 PPI	-5%	-7%	0%	-8%	5%	10%	4%	-1%
NPSR antagonist	?	-7%[46.1 µM]	.	-34%	-11%[46.1 µM]	-6%[46.1 µM]	-19%[46.1 µM]	9%[46.1 µM]
aGal spleen mod	-1%	8%	.	1%	2%	6%	6%	-1%
TexasRed fluor	-3%	1%	1%	-1%	-1%	1%	-4%	-4%
Tau FP inhib	10%	?	-5%	.	0%	6%	9%	1%

#41 COc1ccc(OCCSc2nnc(Cc3cccc4ccccc34)n2N)cc1
#42 COC(=O)C1=C(C)C(c2ccc(OC)cc2OC)NC(=O)N1 (stereo not given)
#43 CCCCn1c(N(CCOC(C)=O)C(C)=O)nc2ccccc21
#44 CCOc1ccccc1CN1CCN(CC2=Cc3cc(OC)ccc3OC2)CC1CCO (stereo not given)
#45 COc1ccc(/C=C/C(=O)NCc2cnn(C)c2C)cc1COc1ccc(Br)cc1
#46 CC1=NN(c2nc(-c3ccccc3)cs2)C(=O)C1
#47 COc1ccc(S(=O)(=O)NCC(=O)N(CC(=O)NCC2CCCO2)c2ccccc2C)cc1 (stereo not given)
#48 CCN(CC)C(=O)CSc1nnc(-c2ccco2)n1N
#49 Cc1ccc(/C=C2\SC(=S)N(CCC(=O)NNS(=O)(=O)c3ccccc3)C2=O)cc1

screen / no.	41	42	43	44	45	46	47	48	49
Epigenetic derep	-1.4%	4.0%	-1.0%	1.2%	-0.9%	-0.9%	-0.8%	0.4%	0.0%
CBFb RUNX1 block	0%	0%	3%	-4%	-8%	-9%	1%	2%	6%
Tau fluor cs	6%	-9%	-5%	-9%	3%	?	3%	-2%	1%
TRb SRC2 PPI	0%	-13%	-4%	-6%	-14%	-6%	-18%	-14%	4%
NPSR antagonist	-2%	5%[7.67 µM]	?	-18%	?	3%[46.1 µM]	-8%[46.1 µM]	6%[46.1 µM]	?
aGal spleen mod	-1%	3%	1%	10%	9%	-1%	-9%	-2%	3%
TexasRed fluor	-1%	2%	0%	-3%	3%	-6%	0%	0%	0%
Tau FP inhib	3%	-12%	-9%	3%	?	1%	1%	-1%	-14%
